Rac1 act GTP bind: GTP binding modulators of activated mutant Rac1, primary screen, biochemical, bead-based flow cytometry, multiplex, fluorescent GTP; Ras-related C3 botulinum toxin substrate 1 (Homo sapiens), P63000; GST-Rac1 activated beads; actives lie on both sides; 100% means binding = to untreated wells; percent activity (GTP binding), % at 10 µM; actives 0.11% (n = 190,000); AID 764, 2007;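 active means GTP binding at least 20 percentage points away from the 100% baseline, in either direction, so actives lie on both sides; inconclusive means Compound likely fluorescent itself, or too few beads counted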
Rac1 wt GTP bind: wildtype Rac1 GTP binding modulators, primary screen, biochemical, GST-Rac1 beads, flow cytometry, multiplex; Ras-related C3 botulinum toxin substrate 1 (Homo sapiens), P63000; fluorescent GTP binding; actives lie on both sides; 0 = cold GTP competed, 100 = untreated; GTP binding activity (% of control), % at 10 µM; actives 0.27% (n = 190,000);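 active means GTP binding activity at least 20 points away from the 100% control level, either lower or higher; inconclusive means compound flagged as likely green fluorescent, judged across all proteins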
Mcl1 Noxa PPI: Mcl-1/Noxa binding inhibitors, primary screen, biochemical, TR-FRET, 1536-well; Induced myeloid leukemia cell differentiation protein Mcl-1 (Homo sapiens), Q07820; TR-FRET Mcl-1/Noxa peptide binding, 2 h; inhibition, % at 21.7 µM; actives 1.5% (n = 220,000); AID 1022, 2008;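 active means compounds that cut the protein-peptide binding signal by more than 50% relative to plate controls in a single-dose test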;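 further: His-tagged Mcl-1 with rhodamine Noxa BH3 peptide and terbium anti-His antibody; 0% = Mcl-1 plus Noxa peptide wells and 100% = peptide-only wells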
Target sequence (Q07820 whole entry, looked up): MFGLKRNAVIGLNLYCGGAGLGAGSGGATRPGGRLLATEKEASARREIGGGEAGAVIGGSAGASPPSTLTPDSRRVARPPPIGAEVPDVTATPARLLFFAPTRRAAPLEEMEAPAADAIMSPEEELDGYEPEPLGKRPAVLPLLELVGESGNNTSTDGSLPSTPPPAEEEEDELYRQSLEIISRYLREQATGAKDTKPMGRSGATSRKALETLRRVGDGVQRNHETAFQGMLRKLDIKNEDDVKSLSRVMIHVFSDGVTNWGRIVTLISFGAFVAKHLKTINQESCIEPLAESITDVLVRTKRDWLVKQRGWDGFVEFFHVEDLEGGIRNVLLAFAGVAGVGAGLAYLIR
Rab2 wt GTP: modulators of GTP binding to Rab2A wildtype, primary screen, biochemical, dog, bead-based flow cytometry, multiplex | Ras-related protein Rab-2A (Canis lupus familiaris), P61105 | GST-Rab2 wt beads, Bodipy-GTP binding | GTP binding activity, % at 10 µM | actives 0.19% (n = 190,000);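 active means GTP binding activity at least 20 points away from 100%, either lowered or raised; inconclusive means signal likely due to the compound's own green fluorescence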;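 further: 0% = beads with excess unlabeled GTP and 100% = no-compound control corrected for plate trend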
RGS8-Gao reg: RGS8-Galphao binding modulators, primary screen, biochemical, multiplexed bead flow cytometry; response (percent of control binding), % at 10 µM; actives lie on both sides; actives 0.34% (n = 220,000); Guanine nucleotide-binding protein G(o) subunit alpha (Homo sapiens), P09471; in the data active means response below about 60% or above about 140%; inactive means in between;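 further: Galphao activated as the GDP aluminium fluoride complex binding bead-coupled RGS8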
Target sequence (P09471 whole entry, looked up): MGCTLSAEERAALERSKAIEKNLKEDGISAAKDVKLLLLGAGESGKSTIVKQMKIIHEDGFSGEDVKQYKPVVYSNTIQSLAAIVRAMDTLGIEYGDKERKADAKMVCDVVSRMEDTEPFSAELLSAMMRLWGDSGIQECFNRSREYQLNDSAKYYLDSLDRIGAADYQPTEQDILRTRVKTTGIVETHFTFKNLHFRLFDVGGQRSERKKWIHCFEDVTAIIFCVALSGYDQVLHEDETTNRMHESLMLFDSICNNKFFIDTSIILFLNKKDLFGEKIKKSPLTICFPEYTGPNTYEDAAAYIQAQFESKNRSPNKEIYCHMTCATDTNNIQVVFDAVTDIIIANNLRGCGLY
Pf gametocyte: late stage P. falciparum gametocyte viability inhibitors, primary screen, ATP luminescence, HTS; AID 743093, 2013; P. falciparum stage V gametocytes, 24 h; inhibition, % at 10.9 µM; actives 0.065% (n = 150,000);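 active means inhibition above the mean plus 3 SD of compounds within the control limits, set per campaign, cut at about 38% in these data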;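 further: 0% = DMSO wells and 100% = medium only without gametocytes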
Cdc42 wt: modulators of GTP binding to wildtype Cdc42, primary screen, biochemical, multiplex bead flow cytometry, Bodipy-GTP; actives 0.2% (n = 190,000); percent activity (GTP binding), % at 10 µM; GST-Cdc42 beads; actives lie on both sides;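 active means percent activity GTP binding at least 20 points away from the 100% baseline, either down as inhibitor or up as activator; inconclusive means compound flagged as likely green fluorescent from well-wide comparison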;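 further: median bead fluorescence of bound Bodipy-FL-GTP at 100 nM; 0% = excess unlabeled GTP control and 100% = no compound control; below 100% means less GTP binding so inhibitor and above means activator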
Target sequence (P60953 whole entry, looked up): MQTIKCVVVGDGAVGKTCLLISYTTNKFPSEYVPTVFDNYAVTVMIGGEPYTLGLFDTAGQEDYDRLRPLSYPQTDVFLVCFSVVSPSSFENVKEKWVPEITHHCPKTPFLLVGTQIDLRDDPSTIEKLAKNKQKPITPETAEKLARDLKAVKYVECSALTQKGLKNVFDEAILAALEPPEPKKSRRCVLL
Mcl1 Bid PPI: Mcl-1/Bid binding inhibitors, primary screen, biochemical, TR-FRET, 1536-well; inhibition, % at 21.7 µM; actives 0.97% (n = 220,000); TR-FRET Mcl-1/Bid-Dy647 peptide binding; Induced myeloid leukemia cell differentiation protein Mcl-1 (Homo sapiens), Q07820; AID 1021, 2008;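 active means compounds that cut the binding signal by more than half at the single screening dose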;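 further: His-tagged Mcl-1 with europium anti-His antibody binding Bid BH3 peptide; 0% = Mcl-1 plus peptide wells and 100% = peptide-only wells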
Bim-Mcl-1: inhibitors of Bim peptide binding to Mcl-1, primary screen, biochemical, bead-based flow cytometry, multiplex; Induced myeloid leukemia cell differentiation protein Mcl-1 (Homo sapiens), Q07820; Bim peptide-Mcl-1 binding; inhibition, % at 10 µM; actives 0.1% (n = 190,000); AID 1009, 2008; in the data active means inhibition above about 40%;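 further: 0% = no compound tracer wells and 100% = peptide blocker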
HRas wt GTP: modulators of GTP binding to HRas wildtype, primary screen, biochemical, bead-based flow cytometry, multiplex; GTP binding activity, % at 10 µM; GTPase HRas (Homo sapiens), P01112; actives 0.14% (n = 190,000); GST-Ras wt beads, Bodipy-FL-GTP binding; actives lie on both sides;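 active means GTP binding activity at least 20% away from the 100% baseline, either lowered as inhibitor or raised as activator; inconclusive means flagged as likely green fluorescent, judged across all proteins in the well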;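 further: 0% = unlabeled GTP competition control and 100% = no-compound control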
Target sequence (P01112 whole entry, looked up): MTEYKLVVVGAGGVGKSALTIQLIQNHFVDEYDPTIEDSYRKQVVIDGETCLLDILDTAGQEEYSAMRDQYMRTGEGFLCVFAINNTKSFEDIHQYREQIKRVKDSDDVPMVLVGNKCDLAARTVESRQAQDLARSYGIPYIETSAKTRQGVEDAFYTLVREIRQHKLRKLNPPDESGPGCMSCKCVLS
Rab7 wt GTP bind: modulators of GTP binding to Rab7, primary screen, biochemical, wildtype, multiplex bead flow cytometry | GST-Rab7 beads, fluorescent GTP binding; actives lie on both sides; untreated = 100%, excess cold GTP = 0% | GTP binding activity (percent of control), % at 10 µM | actives 0.055% (n = 190,000) | AID 758, 2007;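 active means fluorescent GTP binding to Rab7 beads changed by at least 20 points from the 100% baseline, either direction, mostly lower; inconclusive means compound itself probably fluorescent, or too few beads counted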;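 further: median green fluorescence of bound Bodipy-FL-GTP per Rab7 bead population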
Starred values were filed as active, the others as inactive; u = inconclusive; x = not tested or not shown.

SMILES	Rac1 act GTP bind	Rac1 wt GTP bind	Mcl1 Noxa PPI	Rab2 wt GTP	RGS8-Gao reg	Pf gametocyte	Cdc42 wt	Mcl1 Bid PPI	Bim-Mcl-1	HRas wt GTP	Rab7 wt GTP bind
CCOC(=O)c1oc2ccccc2c1NC(=O)COc1cccc(OC)c1	100	102	-17	103	103	x	104	15	0	104	106
CCn1c(=N)n(CC(O)c2ccco2)c2ccccc21 (stereo not given)	103	111	-8	103	103	27	107	-42	2	106	106
CCCCNc1ccc(S(=O)(=O)c2cccc([N+](=O)[O-])c2)cc1[N+](=O)[O-]	101	107	4	101	100	-15	104	-12	-1	103	103
O=C(O)c1cc(Cl)c(Cl)cc1C(=O)N1CCCC1	96	101	-54	99	101	19	100	-13	-6	100	97
O=C(CN1CCCC1)N1CCCc2ccccc21	95	99	29	96	102	15	97	9	-1	96	97
Cc1ccc(S(=O)(=O)Nc2ccc(C(N)=O)cc2)cc1[N+](=O)[O-]	98	101	17	97	103	-19	99	-14	0	97	93
O=C(NCc1ccco1)c1cccn2c(=O)c3c4c(sc3nc12)CCCC4	u	u	x	u	99	5	u	-7	5	u	u
COc1ccc(/C=C/C(=O)Nc2ccccc2C(=O)O)cc1	89	91	16	92	96	-13	92	-7	0	92	94
CC(=NC(C)C)C1=C(O)CCC1=O	101	105	6	100	100	x	102	-2	-4	99	99
N#CC1=C(N)Oc2cc3ccccc3cc2C1c1cccs1 (stereo not given)	101	101	3	99	100	x	99	-25	0	98	100
O=C(NCCc1c[nH]c2ccccc12)C1CCC(Cn2c(=S)[nH]c3ccccc3c2=O)CC1 (stereo not given)	u	u	-7	u	99	3	u	-16	1	u	u
COc1ccc(C(NC(=O)C(C)C)c2c(O)ccc3ccccc23)cc1OC (stereo not given)	99	101	20	101	102	8	98	-18	4	100	101
Cc1c(NC(=O)CSc2ccccc2Cl)c(=O)n(-c2ccccc2)n1C	98	98	-10	102	103	6	101	-20	-3	102	109
O=C(N/C(=C\c1cccnc1)C(=O)N1CCOCC1)c1cccc(Br)c1	101	102	6	103	100	14	104	-17	2	105	103
Cc1nn(C/C(C#N)=N\O)c(C)[n+]1N	100	100	16	100	100	x	102	-8	0	100	102
Cc1cc(=O)oc(C)c1C(=O)NCc1c(F)cc(F)cc1F	97	103	-2	100	101	x	98	-34	-5	98	103
COC(=O)c1ccc(NC(=O)COC(=O)C2CC(=O)N(Cc3ccccc3)C2)cc1 (stereo not given)	93	97	8	97	102	x	92	9	0	93	101
CC(CNC(=O)CC(C)(C)C)NC(=O)CC(C)(C)C (stereo not given)	u	u	-7	u	105	-33	u	-2	3	u	u
Cc1ccc(C)c(S(=O)(=O)N(C(=O)c2ccncc2)c2ccc(OC(=O)c3ccncc3)cc2)c1	92	93	5	91	103	17	92	-21	16	91	91
O=C(CSc1nnc(Cc2ccccc2)n1Cc1ccco1)NC12CC3CC(CC(C3)C1)C2	99	112	2	102	100	-12	101	-94	-4	101	99
CCOc1ccccc1C1C(C(=O)OC)=CN(C)C=C1C(=O)OC	100	114	9	98	94	14	108	-37	5	107	100
CCOc1ccc(-c2nnn(CC(=O)c3ccc4c(c3)OCCO4)n2)cc1OCC	90	90	-9	91	101	-8	87	-7	-3	90	95
CCCCOc1ccc(CSC2=NCCN2)cc1[N+](=O)[O-]	101	106	23	103	98	-4	104	-18	-2	101	104
O=C(NCCN1CCOCC1)c1ccc(=O)n(Cc2ccc(Cl)cc2)c1	94	98	14	95	103	-31	96	-16	0	95	97
O=C(CSc1ncn(-c2ccccc2)n1)Nc1nc(-c2ccccc2)cs1	99	102	9	101	105	7	97	2	-2	101	99
Following part
SMILES	Rac1 act GTP bind	Rac1 wt GTP bind	Mcl1 Noxa PPI	Rab2 wt GTP	RGS8-Gao reg	Pf gametocyte	Cdc42 wt	Mcl1 Bid PPI	Bim-Mcl-1	HRas wt GTP	Rab7 wt GTP bind
Cc1ccc(NC(=O)CSc2n[nH]c(C)c2[N+](=O)[O-])cc1	100	100	14	97	104	-6	104	-18	-3	98	99
COc1cc(C(=O)NCC2CCCO2)ccc1OCc1c(C)noc1C (stereo not given)	98	102	0	100	91	x	101	-5	0	98	98
CCOC(=O)c1cnn(CCOC(=O)c2ccccc2)c1NC(=O)c1ccccc1	100	106	-8	101	105	x	103	-9	-1	101	102
CCOC(=O)N1CCN(C(=O)CSCc2ccccc2)CC1	102	105	0	105	98	x	98	-13	-1	102	97
Cc1ccc(NC(=O)c2ccccc2-c2ccccc2C(=O)O)cc1C	89	97	20	88	103	10	90	-13	0	94	95
O=C(Nc1cc(Sc2ccccn2)cc([N+](=O)[O-])c1)c1ccc(Cl)cc1	96	101	9	96	83	25	98	14	4	98	96
Cn1c(=O)c2c([nH]c(=O)n2C)n(C)c1=O	100	108	15	99	106	x	105	-6	-4	99	98
Cc1cc(S(=O)(=O)N2CCN(c3c(C)cccc3C)CC2)ccc1F	98	104	-16	101	100	-13	100	-2	-8	102	102
CCOC(=O)c1sc(-c2ccccc2)cc1NC(=O)Nc1ccc([N+](=O)[O-])cc1	102	106	11	103	100	3	105	32	15	103	101
CC(C)Cc1ccc(C(C)C(=O)OCC(=O)c2c[nH]c3ccccc23)cc1 (stereo not given)	95	100	-15	97	101	x	97	-18	-1	96	99
COC(=O)CSc1nnc(-c2ccccc2OC)o1	99	101	11	104	102	16	106	8	-1	104	101
Cc1ccc(C)c(-n2nnnc2Sc2nnnn2-c2ccccc2)c1	98	100	0	99	96	-19	99	-23	-1	97	101
CCOc1cc(NC(=O)C2CCCCC2)c(OCC)cc1NC(=O)c1ccccn1	95	100	10	101	100	9	98	-18	3	96	104
CCOC(=O)N1CCN(CC(=O)N2CCC(C(N)=O)CC2)CC1	99	104	-7	102	94	5	102	-34	-2	102	108
CC1(N2CCOCC2)CC2(O)C(=[N+]1[O-])CCc1nonc12 (stereo not given)	101	103	-14	104	99	x	104	-42	-3	104	99
Cc1ccc(-n2nnnc2SCC(=O)NNC(=O)c2ccco2)c(C)c1	102	108	25	102	95	1	104	-40	-3	103	104
O=C(COc1ccccc1)n1nc(-c2ccc(Cl)cc2)nc1NCc1ccco1	93	94	25	94	103	30	95	1	0	97	96
COc1ccc(C(=S)N(C)C)cc1OC	100	102	1	99	101	x	103	-32	-5	100	99
Cn1nc(C(=O)Nc2nc3ccccc3[nH]2)ccc1=O	97	100	6	94	104	10	95	5	1	95	96
CCOC(=O)N1CCN(CC(=O)Nc2ccc(F)c(F)c2)CC1	97	100	5	99	102	-2	99	-1	-1	97	99
COc1ccccc1OCCCOc1ccc([N+](=O)[O-])cc1Cl	100	102	-5	103	104	8	106	-34	-1	105	97
CCO/N=C(\C)c1c(O)cc(C(C)C)n(-c2ccccc2)c1=O	102	102	-1	101	104	4	101	-34	-6	99	96
COc1ccc(OC)c(NC(=O)Cc2coc3ccc(C)cc23)c1	101	102	17	107	97	x	106	-18	-4	106	102
COc1ccc(OCCCn2cc(/C=C3/C(=N)N4C=C(C)SC4=NC3=O)c3ccccc32)cc1	101	108	-19	99	108	11	104	-6	-4	103	98
COc1ccccc1OCC(=O)Nc1ccc(S(=O)(=O)N2CCCCCC2)cc1	99	103	3	98	96	-15	101	-31	2	101	100
(further entries)
SMILES	Rac1 act GTP bind	Rac1 wt GTP bind	Mcl1 Noxa PPI	Rab2 wt GTP	RGS8-Gao reg	Pf gametocyte	Cdc42 wt	Mcl1 Bid PPI	Bim-Mcl-1	HRas wt GTP	Rab7 wt GTP bind
C=CCSc1nc(C)c(CC(=O)OCC(C)C)c(=O)[nH]1	99	100	-6	102	101	x	102	1	0	101	103
CC1CCCC(C)N1C(=O)Cn1cc(/C=C2/C(=O)Nc3ccccc32)c2ccccc21 (stereo not given)	99	100	13	100	104	x	100	-18	-4	100	101
C/C(=N\Nc1cccc2cccnc12)c1ccc(C)cc1	93	98	21	96	99	14	98	-16	0	95	98
O=C(NCCOc1ccccc1)c1cc2ccccc2o1	90	91	2	92	96	x	92	-6	0	92	90
Cc1cccc(C(=O)NCc2ccc(S(N)(=O)=O)cc2)c1[N+](=O)[O-]	98	102	2	98	102	x	100	-18	-5	100	101
COc1ccc(/C=C/C(=O)Nc2cc(C)on2)cc1	98	103	14	100	104	-13	100	7	-2	101	101
O=C(O)CCCNC(=O)/C(=C\c1ccc(Cl)cc1)NC(=O)c1ccccc1Br	94	96	16	95	101	-24	94	-13	-2	97	107
O=C(NCCc1ccccc1)C1CCCN(S(=O)(=O)c2cccnc2)C1 (stereo not given)	100	109	6	103	101	x	103	-10	-2	102	102
Cn1ncc(N=Cc2ccc([N+](=O)[O-])cc2)c1C(=O)N1CCOCC1	99	105	7	102	101	x	104	-30	-1	99	102
CCCN1C(=O)c2ccccc2NC1c1ccc(OC)c(CSc2ccccn2)c1 (stereo not given)	101	103	4	99	102	4	96	-21	-7	99	102
COc1ccc(S(=O)(=O)NCCc2csc(C)n2)cc1C	98	103	-7	99	104	x	99	-2	3	99	100
Cc1[nH]nc(N=CC2=C(O)CC(C)(C)CC2=O)c1-c1ccc(Cl)cc1	88	94	-2	89	100	21	88	-19	1	91	95
COc1ccc(S(=O)(=O)NCCC(=O)NCc2ccccc2)cc1	98	104	21	99	91	7	101	32	-4	103	98
COc1ccccc1C(CCN(Cc1cccs1)C(C)=O)c1ccco1 (stereo not given)	101	99	6	101	100	x	102	-11	-1	102	93
CCC(=O)NCCc1nc2ccccc2[nH]1	102	106	-9	99	100	3	103	-27	-1	102	100
CCn1c(CC(=O)Nc2ccc(C)cc2)nnc1SCC(=O)NCc1ccccc1	95	98	8	96	95	x	100	-18	0	98	93
CN(C)C(=O)c1c(-c2ccccc2)oc2ccc(O)cc12	94	93	5	94	106	x	91	-3	1	92	94
CCCn1c(=O)n(N)c2ccccc21	92	98	-6	95	102	12	97	-4	0	94	96
Cc1nc(SCc2ccccc2)c2ccsc2n1	91	93	23	96	102	2	94	-12	-2	96	102

Bioassay records as filed in PubChem BioAssay.
